# CBFb RUNX1 block – blocks binding between human CBF-beta and RUNX1; Potency, µM (titrated, usually from 59.8 µM), without a hit: at the highest dose activity, negative = inhibition, usual class: inhibitors; AlphaScreen CBFb-His/RUNX1-biotin binding, biochemical; 230,000 tested, under 10 active; further: % of control where 0% means no effect
#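 CBF-beta (His) and RUNX1 (biotin), 30 nM each; 20 min preassociation; + compound, 15 min; + beads 50 ng each (Ni, streptavidin), 90 min; RT; AlphaScreen read.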
# IMPase Li cell – IMPase inhibition in cells with lithium potentiation; AID 1457; CHO-M1 cells, IP1 TR-FRET (IP-One), carbachol + lithium; Potency, µM (highest dose often 59.4 µM), inactives show at the highest dose activity, negative = IMPase inhibition, actives largely listed as inhibitors; 210,000 tested, 0.35% active;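 further: IP1 builds up when IMPase is blocked and the TR-FRET signal falls; potency means the concentration at half of the fitted maximal effect; plate controls were basal vehicle for no effect and high inhibitor control for full effect; nearly all actives have a fitted effect of over 50% in size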
#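 CHO-M1, 2000 cells/well, 16–30 h culture; cpd + low Li+, 30 min 37C; lysis with d2-IP1/Eu-anti-IP1 Ab, 10 min RT; TR-FRET 665/620 ratio and 620 channel; AC50 via Hill.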
# KinaseGlo FLuc – Kinase-Glo luciferase inhibition (counter-screen); Potency, µM (top dose mostly 38.3 µM), inactives show top-dose activity change, negative = inhibition, actives largely listed as inhibitors; 200,000 tested, 0.28% active; Kinase-Glo luciferase, ATP luminescence, 8 min; further: potency means the concentration at half of the fitted maximal effect; on the % scale 0 is the no-effect control and ±100 the full control effect; nearly all actives have a fitted effect of over 60% in size
#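 Substrate mix (final 50 mM imidazole pH 7.2, 50 mM KCl, 7 mM MgCl2, 10 uM ATP, 0.01% Tween 20, 0.05% BSA) plus pin-tool compound, then Kinase-Glo detection mix; 8 min ambient, luminescence read.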
# L3MBTL1 block – inhibitors of human L3MBTL1; Q9Y468; AID 485360; AlphaScreen L3MBTL1–H3K9me1 peptide binding; Potency, µM (series often up to 57.1 µM), for inactives: at the highest dose activity, negative = inhibition, usual class: inhibitors; 230,000 tested, 0.66% active; further: potency means the concentration at half of the fitted maximal effect; on the % scale 0 is the no-effect control and ±100 the full control effect; nearly all actives have a fitted effect of over 60% in size
# Target sequence (Q9Y468 whole entry, looked up): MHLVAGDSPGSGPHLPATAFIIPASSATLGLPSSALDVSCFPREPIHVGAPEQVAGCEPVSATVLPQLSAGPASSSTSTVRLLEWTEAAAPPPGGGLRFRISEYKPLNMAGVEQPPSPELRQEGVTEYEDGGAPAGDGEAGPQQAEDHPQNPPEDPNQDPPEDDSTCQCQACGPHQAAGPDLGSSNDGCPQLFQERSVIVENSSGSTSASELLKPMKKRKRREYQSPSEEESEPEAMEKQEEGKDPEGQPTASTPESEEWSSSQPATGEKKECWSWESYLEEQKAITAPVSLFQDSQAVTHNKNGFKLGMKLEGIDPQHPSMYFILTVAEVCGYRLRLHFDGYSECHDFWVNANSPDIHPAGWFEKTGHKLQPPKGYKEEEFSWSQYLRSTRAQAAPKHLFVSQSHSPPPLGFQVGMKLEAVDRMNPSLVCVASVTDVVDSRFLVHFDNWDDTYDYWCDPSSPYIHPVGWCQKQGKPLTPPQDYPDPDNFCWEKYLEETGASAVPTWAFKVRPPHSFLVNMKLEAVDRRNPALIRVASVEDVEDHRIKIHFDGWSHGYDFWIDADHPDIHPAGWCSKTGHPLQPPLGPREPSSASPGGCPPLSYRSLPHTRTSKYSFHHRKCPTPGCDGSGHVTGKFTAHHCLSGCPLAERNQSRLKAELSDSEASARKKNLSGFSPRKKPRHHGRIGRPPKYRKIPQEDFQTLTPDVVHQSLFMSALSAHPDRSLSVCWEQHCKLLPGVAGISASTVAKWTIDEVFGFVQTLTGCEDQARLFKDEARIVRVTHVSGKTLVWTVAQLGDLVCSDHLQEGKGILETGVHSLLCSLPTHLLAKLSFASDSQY
#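 L3MBTL1 50 nM + b-AHA-H3(1-15)K9me1 75 nM, 30 min RT; compound added, 30 min RT; streptavidin donor/Ni-chelate acceptor beads 10 ug/mL each final, 30 min RT dark; AlphaScreen read.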
# HttQ103 aggreg – reduces HttQ103-GFP aggregates in PC12 cells. PC12 HttQ103-GFP aggregates, Acumen cytometry, 40 h. Potency, µM (highest dose often 46.1 µM), for the others: at the highest dose activity change, negative = inhibition, hits mostly inhibitors. 220,000 tested, 1.1% active. AID 1688; further: potency means the concentration at half of the fitted maximal effect; on the % scale 0 is the no-effect control and ±100 the full control effect; nearly all actives have a fitted effect of over 60% in size
#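 PC12/HTTQ103-GFP, ecdysone-inducible; teb 100 nM; cpd qHTS titration; GFP aggregates read on laser cytometer, Ex 488/Em 500-530 nm.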
# Epigenetic reg – epigenetic control regulation, reporter derepression | murine LDR cells, GFP reporter derepression, 30 h | Potency, µM (titrated, usually from 53.9 µM), without a hit: at the highest dose GFP activation, hits mostly activators | 280,000 tested, 0.2% active | AID 1865; further: potency means the concentration at half of the fitted maximal effect; % of control where 0% means no effect; nearly all actives have a fitted effect of over 60% in size
#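 Derepression of a silenced CMV-GFP reporter in murine LDR cells is scored by enumerating GFP-positive cells with a laser-scanning microplate cytometer after 30 hours of treatment at 37 C.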
# NPSR antagonist – neuropeptide S receptor (human) antagonism, cAMP; 220,000 tested, 1% active; Potency, µM (titrated, usually from 38.3 µM), for inactives: at the highest dose activity change, negative = inhibition, actives largely listed as inhibitors; CHO-NPSR cells, cAMP TR-FRET, antagonist mode; AID 1461; Q6W5P4; further: potency means the concentration at half of the fitted maximal effect; on the % scale 0 is the no-effect control and ±100 the full control effect; nearly all actives have a fitted effect of over 50% in size; many of its hits are not listed in these tables
# Numbers without * were called inactive; ? = inconclusive; . = no result given; [ ] = another dose, or the depositor's remark. The call rests on the fitted dose curve; in most records, active means well fitted curve in the direction sought with a large enough effect; inconclusive means small, poorly fitted or top-dose-only effect, or another doubt; inactive means no such curve, though single readings can be large; an effect the other way counts as inactive or inconclusive. Some of the compounds tested; the hit share may differ from the screen's.
SMILES	CBFb RUNX1 block	IMPase Li cell	KinaseGlo FLuc	L3MBTL1 block	HttQ103 aggreg	Epigenetic reg	NPSR antagonist
Cc1ccn(S(=O)(=O)c2ccc(C(C)(C)C)cc2)n1	10%	14%[38.3 µM]	0%	.	?	0.0%	?
Cc1ccc(S(=O)(=O)NCCC(=O)NCc2ccco2)cc1	4%	-2%	0%	-1%	3%	2.0%	11%
CN(Cc1ccccc1)C(=O)C1CCN(Cc2ccc(F)cc2)CC1	1%	9%[38.3 µM]	-1%	3%	7%	2.4%	6%[7.67 µM]
C=CC[C@](C)(Nc1ccc(OC)cc1)C(=O)OCC	19%	8%	-1%	.	.	-1.1%	.
COC(=O)c1cc(NC(=O)c2ccc(OC)cc2)c(=O)oc1C	11%	9%	-9%	?	3%	-2.0%	2%
CCOC(=O)c1c(C)oc2c1cc(O)c1ccccc12	-4%	-10%[38.3 µM]	-1%	-5%	5%	1.8%	-1%[46.1 µM]
CCCCc1nc(NCCO)c(C#N)c2c1CCCC2	-2%	3%	-4%	-12%	-6%[9.22 µM]	-2.7%	-16%
NC(=O)c1c(NC(=O)CN2CCCC2)sc2c1CCCC2	-1%	12%[38.3 µM]	-1%	0%	10%	0.0%	-7%[46.1 µM]
O=C(NCc1ccc2c(c1)OCO2)c1cc2ccccc2o1	6%	31%[38.3 µM]	-4%	.	-4%	13%	-12%[46.1 µM]
Cc1ccc(S(=O)(=O)/N=C(\Nc2cc(C)on2)c2ccc(Cl)cc2)cc1	-10%	5%	0%	2%	-3%	3.4%	-20%
CC(CC(=O)O)CC1=NS(=O)(=O)c2ccccc2N1 (configuration not stated)	3%	1%[38.3 µM]	3%	9%	11%	1.1%	9%[46.1 µM]
COc1ccc(CNC(=O)CCCn2nc([N+](=O)[O-])cc2C)cc1	-3%	?	-4%	19%	?	-0.8%	0%
CCCOCc1ccc(O)c2ncccc12	?	.	.	28µM*	-44%[9.22 µM]	3.5µM*	-39%
CCC(C)(C)n1nnnc1C(c1ccccn1)N1CCCCC1 (configuration not stated)	11%	11%	0%	1%	-1%	2.4%	-4%[46.1 µM]
Cc1ccc2oc(NC(=O)N3CCOCC3)cc(=O)c2c1	-7%	0%[38.3 µM]	3%	-1%	14%	-1.1%	-8%[46.1 µM]
COc1ccc(NC(=O)Nc2ccc(F)cc2F)cc1	3%	7%	-6%	6%	8%	-1.5%	6%
O=C(Nc1ccccc1F)c1ccc(S(=O)(=O)NCC2CCCO2)cc1 (configuration not stated)	4%	4%[38.3 µM]	-3%	-1%	-12%	-1.5%	-10%[46.1 µM]
C=CCNc1cnn(CC(C)=O)c(=O)c1Br	13%	-1%	1%	10%	3%	0.0%	0%[46.1 µM]
O=C(CSc1nnc(-c2cccs2)o1)N1CCOCC1	6%	7%[38.3 µM]	-4%	-16%	-1%	1.3%	6%[46.1 µM]
COC(=O)c1ccc(NC(=S)NCCc2cccc(C)c2)cc1	8%	37%[38.3 µM]	1%	8%	-15%	0.0%	9%[46.1 µM]
S=C(NNc1ccnc2cc(Cl)ccc12)Nc1ccc(Cl)cc1Cl	-13%	.	.	.	-30%[9.22 µM]	0.0%	-27%
CC(=O)Oc1ccc(/C=N/NS(=O)(=O)c2ccccc2)cc1	3%	5%	-4%	-1%	17%[9.22 µM]	22%	2%
CC(C)CC1=C/C(=C/c2ccc(-c3ccccc3)o2)C(=O)O1	?	-2%	-2%	?	?	0.1%	-19%
COc1ccc2nc(SCC(=O)Nc3cc(C)on3)[nH]c2c1	5%	18%[38.3 µM]	7%	.	1%[9.22 µM]	4.1%	6%[46.1 µM]
CCOc1cccc(-c2nc(C(N)=O)c3[nH]c(=O)n(-c4cccc(Cl)c4)c3n2)c1O	-3%	0%	3%	7%	-4%	-1.0%	-1%
S=C(Nc1ccccc1Cl)NC1CC2CCCC(C1)N2C1CC1 (configuration not stated)	-9%	6%	-2%	3%	5%	14%	0%
N=C(N)n1c(N)nc2ccccc2c1=O	4%	.	.	7%	-15%[9.22 µM]	2.7%	-15%
Cc1cccc(C)c1NC(=O)COC(=O)c1c2c(nc3ccccc13)/C(=C\c1ccc3c(c1)OCO3)CCC2	16%	-2%	4%	14%	0%	0.0%	-15%
CN(c1nnc(N)s1)C1CCCCC1	10%[2.36 µM]	-10%	-4%	3%	6%	8.7%	3%
COc1ccc(S(=O)(=O)N2CCN(S(=O)(=O)c3ccc(C(F)(F)F)cc3)CC2)cc1C	2%	.	.	2%	-6%	-1.0%	-10%[46.1 µM]
O=C(c1ccccc1)N(CCN1CCOCC1)C1(C(=O)Nc2ccccc2)CCCCC1	5%	3%[38.3 µM]	0%	8%	-4%	0.3%	-10%[46.1 µM]
N#CCCN1CCN(S(=O)(=O)c2ccc3c(c2)OCCCO3)CC1	-7%	39%[38.3 µM]	0%	.	-5%	-1.7%	-9%[46.1 µM]
CC(C)NC(=O)COC(=O)c1cc(=O)[nH]c2ccccc12	4%	-13%[38.3 µM]	-2%	-9%	?	1.3%	-1%[46.1 µM]
CCCCNS(=O)(=O)c1ccc(NC(=O)c2cccs2)cc1	2%	16%	-2%	1%[11.4 µM]	-20%	0.0%	-3%
Cn1c(C(=O)N2CCOCC2)cnc1Sc1ncc(C(F)(F)F)cc1Cl	-4%	-5%[38.3 µM]	-3%	.	-4%[9.22 µM]	15%	1%[46.1 µM]
Cc1ccc(C)c(N2CCN(C(=S)Nc3ccc4nc(N5CCOCC5)cc(C)c4c3)CC2)c1	-3%	?	-10%	.	-3%	3.2%	-41%
O=C(COc1c(CO)cc(Br)cc1CO)NC1CCCc2ccccc21 (configuration not stated)	4%	5%	3%	9%	15%	-0.4%	-2%
Cc1nc2sc3c(NCc4ccco4)ncnc3c2c2c1COC(C)(C)C2	3%	24%	5%	-6%	?	-1.2%	-6%[46.1 µM]
Cc1nc2nc(C)c(CCC(=O)NCCC3=CCCCC3)c(C)n2n1	-4%	-5%[38.3 µM]	-4%	2%	10%	-0.3%	3%[46.1 µM]
Cc1ccc2c(c1)C(=C(C#N)C#N)C(=O)N2CCN1CCCCC1	-2%	.	.	.	12%[9.22 µM]	-1.0%	-6%
COC(=O)c1ccccc1C(=O)N1CCCC(C(=O)c2cc(F)ccc2F)C1 (configuration not stated)	0%	23%	0%	-14%	.	-1.1%	13%
Cc1cc(S(=O)(=O)Nc2cccc(Cl)c2)c(C)s1	5%	8%	10%	.	-3%	-5.1%	-32%
COc1ccccc1NC(=O)COc1ccccc1	1%	19%[38.3 µM]	0%	.	-5%[9.22 µM]	0.7%	-10%[46.1 µM]
CCN(CC)S(=O)(=O)c1ccc(N2CCOCC2)c(NC(=O)COc2ccc(Cl)cc2)c1	16%	.	.	.	11%[9.22 µM]	-4.6%	-54%
O=C(NCCCc1nc2ccccc2[nH]1)c1cccs1	4%	7%	-2%	2%	9%	-0.6%	7%
COC(=O)C1=C(C(=O)OC)[C@@H]2N(C)c3ccccc3[C@@]23C[C@@H](C(=O)OC)N(S(=O)(=O)c2ccc(C)cc2)C3=N1	6%[13.1 µM]	6%	-6%[7.66 µM]	.	.	.	.
O=C(NCCCN1CCOCC1)C(=O)N/N=C/c1ccc2c(c1)OCO2	-11%	1%	-3%	10%	.	-1.1%	9%
O=C(Cn1cnc2ccccc21)Nc1ccc(C(=O)O)cc1	0%	21%[38.3 µM]	2%	.	7%	-2.1%	9%[46.1 µM]
O=C(c1cccnc1)N1C2C=CC(C2)C1(C(F)(F)F)C(F)(F)F (configuration not stated)	-8%	-14%[38.3 µM]	1%	.	1%	0.7%	0%[46.1 µM]
C=CCOc1cccc(C(=O)NC(c2ccccc2)C(C)C)c1 (configuration not stated)	5%	19%	2%	10%	-4%	-2.0%	-39%
Cc1cc(SCC(=O)c2ccc(O)c(O)c2)nc2ccccc12	-24%	-1%	-1%	-18%	-12%[9.22 µM]	0.1%	-1%
Nc1n[nH]c(-c2ccc(Br)cc2)c1Cl	-1%	-12%[38.3 µM]	1%	5%	-17%	-1.3%	14%[46.1 µM]
O=C(NCc1csc(-c2cccs2)n1)Nc1ccc(F)cc1F	10%	.	.	1%	13%[9.22 µM]	0.0%	10%
CCOC(=O)c1ccc2nc(C(F)(F)F)[nH]c(=O)c2c1	8%	0%[38.3 µM]	-2%	4%	-10%	4.1%	-23%[46.1 µM]
CC1CCCN(C(=O)c2ccc(CNc3c(N4CCCCC4)c(=O)c3=O)cc2)C1 (configuration not stated)	-3%	5%[38.3 µM]	4%	.	7%	-0.2%	-23%[46.1 µM]
COc1ccc(/C(C)=C(\C#N)C(=O)OC(C)C)cc1OC	-4%	0%	3%	6%	12%	-2.1%	0%[46.1 µM]
Nc1nc2c(F)cccc2s1	1%	-5%	7%	2%	-14%	0.0%	19%
CCCCC1=CC2=C(c3ccco3)C(=O)C(C)(OC(=O)c3ccc(OC)cc3)C(=O)C2=CN1C1CCCC1 (configuration not stated)	6%[13.1 µM]	-11%	-1%[7.66 µM]	.	.	.	.
CCOC(=O)c1ccccc1N1C(=O)C2Sc3[nH]c(=O)sc3C(/C=C/c3ccccc3)C2C1=O (configuration not stated)	-4%	9%	-1%	-16%	-20%	-1.1%	-32%
CCOc1ccc(S(=O)(=O)N2CCN(C(=S)NCc3ccco3)CC2)cc1	-3%	3%	-2%	0%	22%	0.0%	1%

# Carrying on.
SMILES	CBFb RUNX1 block	IMPase Li cell	KinaseGlo FLuc	L3MBTL1 block	HttQ103 aggreg	Epigenetic reg	NPSR antagonist
CNC(=O)NC(=O)COC(=O)CCCOc1ccc(OC)cc1	3%	6%[38.3 µM]	-5%	-4%	0%	-0.7%	3%[46.1 µM]
CCOc1ccc(C(=O)/C=C/Nc2ccc(S(=O)(=O)N=C(N)N)cc2)cc1	1%	-8%	-2%	6%	9%	0.9%	7%
O=C(N/N=C1\CCSc2ccc(F)cc21)c1cccnc1	?	25%	-1%	?	-37%	-0.1%	-5%
CCCCCn1c(SCCc2ccccc2)nc2c1c(=O)[nH]c(=O)n2C	7%	-14%[38.3 µM]	-1%	7%	-7%	-1.7%	-2%[46.1 µM]
C=C(C)C(=O)/C=C/C=C/c1ccccc1	1%	9%	-3%	.	.	-1.1%	.

# Individual results from above.
# `C=C(C)C(=O)/C=C/C=C/c1ccccc1` – CBFb RUNX1 block = 1%
# `O=C(N/N=C1\CCSc2ccc(F)cc21)c1cccnc1` – IMPase Li cell = 25%
